# TAAR1 antagonist = human TAAR1 antagonism | Q96RJ0 | CHO RD-HGA16 TAAR1, Fluo-8 calcium fluorescence, antagonist | inhibition, % at 3 µM | 360,000 compounds, 1.5% hits;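 active = inhibition above a per-plate cutoff, the mean inhibition of test compounds on that plate plus 3 SD, cut at about 49% in these data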;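 also: 0% = DMSO plus EC80 beta-PEA response and 100% = DMSO alone without agonist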
# Target sequence (Q96RJ0 whole entry, looked up): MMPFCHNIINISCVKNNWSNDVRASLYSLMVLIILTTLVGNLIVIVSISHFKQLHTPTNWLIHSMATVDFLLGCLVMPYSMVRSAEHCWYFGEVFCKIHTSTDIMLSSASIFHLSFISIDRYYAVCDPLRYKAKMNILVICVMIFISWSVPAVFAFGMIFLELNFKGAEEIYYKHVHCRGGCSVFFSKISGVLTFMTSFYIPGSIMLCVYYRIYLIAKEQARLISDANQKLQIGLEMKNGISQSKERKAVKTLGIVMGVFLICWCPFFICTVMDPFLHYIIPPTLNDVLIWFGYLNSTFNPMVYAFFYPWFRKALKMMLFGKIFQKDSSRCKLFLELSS
#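 Material: RD-HGA16 CHO cells with stable hTAAR1 and Gα16; Dosing: single nominal final test compound concentration of 3 µM; Schedule: seeding 17-24 h prior, 75-min 37 °C, 30-min RT dye loading; Detection: kinetic Fluo-8 calcium fluorescence measurement; Measure: % inhibition from peak post-agonist over basal fluorescence ratio; Benchmarks: vehicle and agonist controls.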
# V1aR counter = counter-screen for oxytocin receptor agonists: human V1a receptor agonists. P37288. CHO-V1R cells, Fluo-8 calcium fluorescence, agonist mode; 0% DMSO, 100% 3 nM vasopressin. activation, % at 3 µM. 320,000 compounds, 0.25% hits. AID 2797;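 active = activation above the mean activation of all tested compounds plus 3 SD, per screening run, cut at about 20% in these data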;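 also: signal is peak over basal fluorescence ratio across a 100 second FLIPR read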
# Target sequence (P37288 whole entry, looked up): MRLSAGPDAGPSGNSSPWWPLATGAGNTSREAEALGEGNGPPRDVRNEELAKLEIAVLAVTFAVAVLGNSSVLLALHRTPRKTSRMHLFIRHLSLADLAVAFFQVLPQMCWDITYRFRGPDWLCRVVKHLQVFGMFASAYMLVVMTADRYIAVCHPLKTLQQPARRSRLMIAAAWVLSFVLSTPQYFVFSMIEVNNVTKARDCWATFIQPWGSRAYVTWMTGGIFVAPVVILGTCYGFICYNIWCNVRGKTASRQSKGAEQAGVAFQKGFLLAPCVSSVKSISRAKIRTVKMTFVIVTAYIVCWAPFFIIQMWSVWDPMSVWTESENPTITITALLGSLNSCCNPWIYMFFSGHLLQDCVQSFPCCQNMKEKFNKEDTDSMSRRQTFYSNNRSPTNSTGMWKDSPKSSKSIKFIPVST
# OXTR agonist = human OXTR agonism | 320,000 compounds, 0.32% hits | AID 2435 | activation, % at 3 µM | CHO-OTR cells, Fluo-8 calcium fluorescence; normalized: DMSO 0%, oxytocin 100%;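 active = activation above the mean of all tested compounds plus 3 SD, cutoff set per screening run, cut at about 20% in these data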;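 also: peak over basal fluorescence ratio from a 100 s FLIPR kinetic read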
# CHO-K1 Ca antag = nonselective inhibitor or artifact in parental CHO-K1 cells. ATP-induced calcium, Fluo-8 fluorescence. inhibition, % at 3 µM. 360,000 compounds, 0.6% hits. AID 602250;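 active = inhibition above a per-plate cutoff, the plate's mean sample inhibition plus 3 SD, cut at about 24% in these data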;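 also: 0% = DMSO plus EC80 ATP and 100% = DMSO alone without ATP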
# CHO-K1 Ca ag = M1 agonist counterscreen hit in parental CHO-K1 cells; Fluo-8 calcium fluorescence; scaled to maximal ATP response, vehicle zero; activation, % at 3 µM; 360,000 compounds, 0.48% hits; in the data active = activation above about 15%;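 also: untransfected CHO-K1 host cells lacking M1 receptor as counterscreen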
# OXTR potentiate = human OXTR potentiation; P30559; CHO-OTR cells, Fluo-8 calcium fluorescence, potentiator mode; 0% = oxytocin EC15, 100% = EC100; activation, % at 3 µM; 320,000 compounds, 0.061% hits; AID 2445;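 active = activation above that plate's cutoff, the mean activation of tested compounds plus 3 SD, cut at about 6.6% in these data, passing the limit was not always enough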;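 also: 100% uses oxytocin at 75 nM as the full agonist control; some results filed as inactive read as strong as hits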
#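 Assay system: CHO cell line stably expressing human OTR. Reagent: EC15 oxytocin agonist. Dosing: single dose, 3.0 µM nominal final compound concentration. Timing: compound 6 min at room temperature before oxytocin, 100 s read. Signal: kinetic Fluo-8 calcium fluorescence. Controls: oxytocin EC15 low and EC100 high.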
# CHO parental Ca = signal in parental CHO cells, OX1R antagonist counter-screen; parental CHO-K1, ATP-induced calcium, Fluo-8 fluorescence; inhibition, % at 5.6 µM; 330,000 compounds, 0.63% hits; AID 463079;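 active = inhibition above that plate's mean sample inhibition plus 3 SD, cut at about 26% in these data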;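 also: 0% = ATP-challenged DMSO wells and 100% = DMSO wells without ATP; some compounds past the cut are filed as inactive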
#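 Material: Parental CHO cells | Reagent: ATP | Compound dosing: Single nominal dose of 5.6 µM per compound | Detection: Intracellular calcium via Fluo-8 no-wash fluorescent dye | Read-out: % inhibition of ATP-induced calcium mobilization | Benchmarks: Low control ATP plus DMSO, high control DMSO only | Replicates: Singlicate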
# GPR7 antagonist = blocks human GPR7 receptor signaling | P48145 | GPR7-expressing cells, fluorescence antagonist assay | inhibition, % at 4.4 µM | 290,000 compounds, 1.1% hits | AID 1861; in the data active = inhibition above about 16%, passing the limit was not always enough;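 also: cells stimulated with the agonist NPW; 0% = agonist with vehicle and 100% = vehicle without agonist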
# Target sequence (P48145 whole entry, looked up): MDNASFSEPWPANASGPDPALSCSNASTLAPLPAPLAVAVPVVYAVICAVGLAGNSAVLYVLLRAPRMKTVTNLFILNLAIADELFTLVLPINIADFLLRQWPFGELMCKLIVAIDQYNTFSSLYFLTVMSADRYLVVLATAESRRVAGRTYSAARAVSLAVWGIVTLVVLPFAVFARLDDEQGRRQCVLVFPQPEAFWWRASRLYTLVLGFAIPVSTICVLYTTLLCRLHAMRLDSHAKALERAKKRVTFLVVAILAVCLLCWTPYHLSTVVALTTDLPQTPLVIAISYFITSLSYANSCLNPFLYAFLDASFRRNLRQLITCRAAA
# M1 PAM parental = M1 PAM counterscreen hit in parental CHO-K1 cells. ATP EC20, Fluo-8 calcium fluorescence; 0% at ATP EC20, 100% at ATP max. activation, % at 3 µM. 360,000 compounds, 0.02% hits;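 active = activation above the run cutoff, the mean activation of all test compounds plus 3 SD, cut at about 40% in these data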;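 also: peak over basal fluorescence ratio in a 140 s read after ATP addition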
# * hit, by the source's call; x = not tested or not shown; & = joins results of further samples.
# The first 2 records (preview)
# Screens in order – CHO parental Ca	M1 PAM parental	TAAR1 antagonist	GPR7 antagonist	V1aR counter	OXTR potentiate	CHO-K1 Ca antag	CHO-K1 Ca ag	OXTR agonist
> CCNCC(O)c1cccc(O)c1 (centres undefined)
  3	-5	-32	-12	0.3	-7	7	0.1	0.3
> c1cc(C2N3CCCN2CC3)ccn1 (centres undefined)
  -3	11	0	7	0.2	-13	-6	2.4	0.1

# Main list, previewed entries included:
# Screens in order – CHO parental Ca	M1 PAM parental	TAAR1 antagonist	GPR7 antagonist	V1aR counter	OXTR potentiate	CHO-K1 Ca antag	CHO-K1 Ca ag	OXTR agonist
> CCNCC(O)c1cccc(O)c1 (centres undefined)
  3	-5	-32	-12	0.3	-7	7	0.1	0.3
> c1cc(C2N3CCCN2CC3)ccn1 (centres undefined)
  -3	11	0	7	0.2	-13	-6	2.4	0.1
> O=C1NC(=O)C2(Cc3c(nc4ccccn4c3=O)N3CCCCCC32)C(=O)N1Cc1ccccc1 (centres undefined)
  -8	13	13	-1	2.9	-8	10	2.4	2.3
> O[C@H]1C2CCC1C(N1CCCCC1)CC2 (some centres undefined)
  3	16	-9	3	0.1	-14	4	1.1	0.3
> COC(=O)C1=C(c2cc3ccccc3o2)C[C@@H]2CC[C@H]1N2C(=O)NCc1ccc(C(F)(F)F)cc1
  -22	18	1	x	0.6	-10	-13	0.7	-1.7
> C[C@]12CCC3C(CC[C@@H]4C[C@@H](O)CC[C@]34C)C1CC[C@@H]2O (some centres undefined)
  x	4	3	x	x	x	-7	1.5	x
> Cc1cc(C)n2nc(SC(C)C(=O)N3CCC4(CC3)OCCO4)nc2n1 (centres undefined)
  -1	-2	6	-14	0.1	-4	-17	0.5	-0.1
> COc1ccc(CN2C(=O)NC(=O)/C(=C/c3ccoc3)C2=O)cc1
  13	-25	-2	-9	33*	-22	4	4.9	17
> C[C@@H]1O[C@@H](O[C@H]2C[C@@H](O)[C@]3(CO)[C@H]4[C@H](O)C[C@]5(C)[C@@H](C6COC(=O)C6)CC[C@]5(O)[C@@H]4CC[C@]3(O)C2)[C@H](O)[C@H](O)[C@H]1O (some centres undefined)
  -1	-7	-40	-10	0.7	-5	9	0.2	0.1
> CCOC(=O)[C@]12Cc3cc(N(C)C)ccc3[C@H]1N(Cc1ccccc1)C(=O)c1ccccc12
  x	-2	-12	x	x	x	-15	-0.9	x
> Cc1ccc(-c2cc(-c3ccc(C)cc3)[n+](-c3ccccc3)c(-c3ccc(C)cc3)c2)cc1
  71*	-3	x	x	9.3	-15	16	17*	12
> CC1CC(C)CN(C(=O)COC(=O)c2cn(C)c3ccccc23)C1 (centres undefined)
  -12	3	17	x	0.3	-2	-6	0.9	0.2
> CN(C)C(=O)Nc1cccc(OC(=O)N(C)C)c1
  0	8	1	-15	0.4	4	0	0.5	1.3
> Cc1oc2ccc(OC(=O)N(C)C)cc2c1C(=O)OC(C)C
  -29	18	4	-9	-0.1	3	4	0.2	-1.5
> Cc1ccccc1C1=NCC(=S)Nc2ccc(Cl)cc21
  -7	9	3	-7	0.8	-9	-3	-0.1	-2.5
> Cc1cccc2c1=NC(=O)/C(=C/c1c(O)[nH]c(=O)[nH]c1=O)C=2
  -7	8	15	1	0.9	2	-5	0.1	0.6
> O=C(C1CC(=O)N(c2ccc(F)c(Cl)c2)C1)N1CCC2(CC1)OCCO2 (centres undefined)
  -16	7	6	-5	0.3	-2	-9	0.5	0.2
> c1ccc2c(CCN3CCCCC3)c[nH]c2c1
  x	23	-19	x	x	x	-8	1.5	x
> CN1CCC2(CC1)c1ccccc1-c1ccccc12
  x	9	-5	x	x	x	-8	1.4	x
> c1ccc2c(c1)[IH]c1ccccc1-2
  x	-6	-2	x	x	x	3	1.2	x
> CN(C)CC1CCCCC1OC(=O)Cc1ccc(Cl)c([N+](=O)[O-])c1 (centres undefined)
  -7	6	-4	3	3.9	3	1	1.1	0.7
> COc1ccc(-c2nc3ccccc3c(=O)o2)cc1
  5	6	-11	-4	0.0	2	-5	0.3	-0.6
> CC(C)(C)C(=O)O[C@H]1CC[C@@]2(C)C(=CC(=O)C3C2CC[C@]2(C)C(=O)[C@@H](F)CC32)C1 (some centres undefined)
  -16	7	-3	x	5.0	-7	4	1.4	0.3
> CN1C(C(=O)N2CCC3(CC2)OCCO3)=CC(c2ccc(F)cc2)=NS1(=O)=O
  -12	-5	-12	-7	3.0	-3	-9	0.8	2.5
> CN(C)C(=O)Oc1cccc(NC(=O)N2CCOCC2)c1
  10	13	-9	-3	0.2	-2	-6	0.5	0.2
> O=C(O)[C@H]1C[C@@H]1[C@H](NP(=O)(c1ccccc1)c1ccccc1)c1ccccc1
  -6	7	-1	-10	-0.4	6	-11	-0.7	0.0
> COC(=O)C12OCC34C(CC5C(C)=C(O)C(=O)CC5(C)C3C(O)C1O)OC(=O)C(OC(=O)/C=C(\C)C(C)C)C24 (centres undefined)
  x	21	-17	x	x	x	-20	0.9	x
> CCC(=NCC1CCCO1)c1c(O)n(Cc2ccccc2)c(=O)[nH]c1=O (centres undefined)
  -7	-7	-11	-12	-0.3	-9	6	-0.2	2.0
> C[C@]12CC[C@H](N)CC1=CCC1C2CC[C@@]2(C)C1CC[C@@H]2O (some centres undefined)
  -11	19	-14	x	1.3	1	-13	1.8	2.3
> CCC(=O)N1CC(=O)Nc2ccc(F)cc2C1c1ccc(F)cc1 (centres undefined)
  -8	-2	-14	0	0.1	-10	8	-0.1	0.1
> CC1CC2(C)C(=CC1=O)CCC1C3CCC(C)(O)C3(C)CC3OC312 (centres undefined)
  x	4	-1	x	x	x	-7	0.9	x
> Cc1nc2ccc(N3CCN(C)CC3)cc2nc1C
  -8	3	-33	-12	-0.9	-30	-15	2.1	-0.5
> Cc1ncc(CN2CCCC(C(=O)c3cccc(Cl)c3)C2)s1 (centres undefined)
  -17	1	5	4	-1.0	-5	-18	1.4	0.1
> CN1OC[C@@H]2COc3ccc4ccccc4c3[C@@H]21
  -7	11	2	-3	0.8	-12	-12	0.0	-1.2
> Cc1cc(OC(C)C(=O)NCc2ccncc2)c2c3c(c(=O)oc2c1)CCC3 (centres undefined)
  -16	-3	-20	3	0.0	-4	-1	0.2	-0.8
> Cc1ccc(N2C(=O)NC(=O)/C(=C\c3ccc(N4CCOCC4)cc3)C2=O)cc1
  -19	-8	-22	-10	0.1	-5	10	-0.1	0.8
> Cc1cccc(CN2CCN(CC(=O)N3CCC4(CC3)OCCO4)C2=O)c1
  -11	12	-5	-7	-0.5	-10	-12	0.0	0.3
> COc1ccc(NP(=O)(Oc2ccccc2OC)Oc2ccccc2OC)cc1
  -11	11	59*	-10	0.1	-12	6	6.3	1.1
> C[N+](C)(C)CCOC(=O)CBr
  4	18	5	x	0.5	4	-9	1.0	0.3
> O=C1NC(=O)C2(Cc3ccccc3N3CCCC32)C(=O)N1 (centres undefined)
  0	18	15	0	0.8	-6	0	2.4	-0.1
> CC(=O)OC1CCC2(C)C3CCC4(C)C(OC(C)=O)CCC4C3C(C)C2(O)C1 (centres undefined)
  x	7	-19	x	x	x	-13	-0.6	x
> COC(=O)C1=C(c2ccccc2)C[C@@H]2CC[C@H]1N2C
  -5	18	10	x	-0.3	4	-10	0.2	0.0
> OC1(c2cccnc2)CC2CCC(C1)N2Cc1nnnn1Cc1ccccc1 (centres undefined)
  -8	4	6	8	1.0	-7	-3	-0.2	0.3
> CCC(C)C1NC(=O)C(NC(=O)C(CC(C)C)N(C)C(=O)C2CCCN2C(=O)C(C)O)C(C)OC(=O)C(Cc2ccc(OC)cc2)N(C)C(=O)C2CCCN2C(=O)C(CC(C)C)NC(=O)[C@H](C)C(=O)[C@H](C(C)C)OC(=O)CC1O (some centres undefined)
  x	20	-25	x	x	x	-20	0.4	x
> Cn1cccc1/C=C1/C(=O)NC(=O)N(Cc2ccc(F)cc2)C1=O
  -6	26	-2	5	0.5	0	-7	3.6	1.4
> COC(=O)C1=C(c2ccc(F)cc2F)C[C@@H]2CC[C@H]1N2C(=O)N1CCC(C)CC1
  -15	20	9	x	-1.4	-4	-21	-0.5	-2.3
> CCCCC12CNCC(C)(CNC1)C2=O
  -2	-4	15	11	-1.0	-1	0	0.2	-1.4
> COP(=O)(OC)C(NC(=O)c1ccc(C)cc1)C(Cl)(Cl)Cl (centres undefined)
  -4	-3	-21	-1	-1.2	3	-4	0.1	-1.2
> O=c1[nH]c(=O)n(Cc2ccco2)c(O)c1C=NCCN1CCOCC1
  -6	15	4	-6	1.0	5	-5	0.3	1.1
> N#C/C(N)=C(/N)C#N
  -6	-4	-7	x	0.7	-6	-5	0.2	0.4
> N#CC12c3ccccc3C(=O)N1Cc1cnnn1-c1ccccc12 (centres undefined)
  x	-8	-7	x	x	x	19	0.3	x
> C[C@]12CCC3C(CCC4=CC(O)CC[C@@]43/C=N/O)C1(O)CCC2C1=CC(=O)OC1 (some centres undefined)
  7	-37	-13	-10	0.5	-2	14	0.9	1.6
> CN(C)P1(N(C)C)=Nc2c(c(N)nn2C)C(c2ccccc2)=N1
  -10	20&2	-38&17	-8	-0.6	0	-7&8	0.6&0.0	0.1
> Clc1ccc(Cn2ccnc2)cn1
  -9	18	-1	1	1.0	-8	-15	1.4	0.1
> CC12CC[C@H]3[C@@H](CCC4(O)C[C@H](O)CCC34/C=N/NC(=O)c3ccccc3F)C1(O)CCC2C1=CC(=O)OC1 (some centres undefined)
  -5	6	-38	-5	0.8	-3	-7	0.6	0.9
> O=C1CC(c2cccnc2)=NN1c1ccc(Cl)cc1Cl
  -11	3	-2	-8	0.1	-6	0	0.5	0.7
> COC(=O)C1=C(c2ccc(OCc3ccccc3)cc2)C[C@@H]2CC[C@H]1N2C
  x	21	2	x	x	x	-11	2.3	x
> COCCCn1c(N)c(C(=O)NCCC(C)C)c2nc3ccccc3nc21
  -16	13	-13	-2	0.6	0	-5	0.5	1.8
> COc1ccc(NC(=O)N2CCC3(CC2)OCCO3)cc1
  -6	15	1	-2	0.6	-3	-1	-0.1	0.3
> COC(=O)c1ccc(N=C(c2ccccc2)c2c(O)n(C)c(=O)n(C)c2=O)cc1
  -9	3	-17	-9	0.6	-7	-1	4.0	-1.2
> CN(C)CCN(CC1CCCN(Cc2ccccc2F)C1)C(=O)Cc1ccccc1F (centres undefined)
  -11	2	-19	-8	0.1	-2	10	-0.2	0.4
> CCCCn1c(N)c(C(=O)NCc2cccs2)c2nc3ccccc3nc21
  -13	25	32	10	-0.1	-4	-14	1.2	2.0

# Screening data (PubChem BioAssay)

# These rows are one share of the data. The share of hits here may be higher or lower than overall.
